Assay outcomes (PubChem BioAssay)
SENP1 inh: inhibitors of human SENP1 SUMO protease catalytic domain; Q9P0U3; recombinant SENP1 catalytic domain, CyPet-SUMO1-YPet FRET cleavage; inhibition, % at 10 µM; actives 0.21% (n = 360,000);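 active means inhibition at least 30% at 10 µM, raw YFP signal under a set limit, fluorescence ratio 0.5 to 1.5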;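 further: 0% = enzyme with DMSO and 100% = no enzyme wells; some results filed as inactive read as strong as hits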
Target sequence (Q9P0U3 419-644 limits assumed): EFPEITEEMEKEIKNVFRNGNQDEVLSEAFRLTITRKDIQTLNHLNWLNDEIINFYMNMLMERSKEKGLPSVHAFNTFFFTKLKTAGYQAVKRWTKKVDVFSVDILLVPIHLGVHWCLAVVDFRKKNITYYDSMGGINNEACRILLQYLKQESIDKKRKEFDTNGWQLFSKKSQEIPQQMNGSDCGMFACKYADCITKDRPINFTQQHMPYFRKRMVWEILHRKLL
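Assay system – human recombinant His6-tagged SENP1 catalytic domain enzyme · Input – SENP1 enzyme, 20 pM final · Buffer or medium – Tris pH 8 buffer plus EDTA, NaCl, BME, BSA, NP40, catalase · Schedule – 50 min reaction at room temperature · Technique – FRET read of cyan and yellow fluorescence · Control set – no-enzyme wells low, DMSO-plus-enzyme wells high control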
SENP8 block: blocks human SENP8 cleavage of Nedd8 substrate. Q96LD8. actives 0.64% (n = 360,000). inhibition, % at 20 µM. recombinant SENP8, Nedd8 substrate fluorescence; in the data active means inhibition mostly above about 40%, no sharp cut-off; inactive means mostly below about 27%
Target sequence (Q96LD8 whole entry, looked up): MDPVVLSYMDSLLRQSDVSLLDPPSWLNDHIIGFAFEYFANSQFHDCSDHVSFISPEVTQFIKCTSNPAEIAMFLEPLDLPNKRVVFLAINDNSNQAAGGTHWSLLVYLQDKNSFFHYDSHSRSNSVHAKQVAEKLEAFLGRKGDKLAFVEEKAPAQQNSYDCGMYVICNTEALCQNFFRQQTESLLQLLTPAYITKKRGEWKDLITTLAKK
* marks the source's active call; other numbers are inactive results; i = inactive. This is a subset; rates above refer to the full screens.

SMILES	SENP1 inh	SENP8 block
COc1ccc(CN2C(=O)C(CC(=O)NCCN3CCOCC3)CC(C(=O)N3CCOCC3)=C2C)cc1 (configuration not stated)	1	16
C[C@H](O)C#Cc1ccc2c(c1)O[C@@H](CN(C)Cc1ccc(-c3ccccc3)cc1)[C@H](C)CN([C@@H](C)CO)S2(=O)=O	-15	6
Cc1ccccc1S(=O)(=O)NC(=O)C1(C)CCN1C(=O)c1cccc2ccccc12 (configuration not stated)	0	21
CCOC(=O)Cc1ccc(Nc2nc(NCCOC)nc3ccsc23)cc1	2	-362
O=S(=O)(Nc1ccc2ccccc2c1)N1CCCCC1	-4	-35
CCC(C(=O)O)N1C(=O)/C(=C/c2cccn2C)SC1=S (configuration not stated)	-40	33
CC(C)CC(N)c1csc(NC(=O)Nc2ccccc2C(C)(C)C)n1 (configuration not stated)	2	23
CC(=O)Nc1ccccc1-c1cccc2nccn12	-1	i
CN(C)N1C(=O)C2C3C=CC(O3)C2C1=O (configuration not stated)	0	8
O=C1NCC(Nc2ccc(Br)cc2)C(=O)N1 (configuration not stated)	0	3
O=[N+]([O-])c1ccc2c(c1)CCN2	2	30
CCC(C)Sc1nnc(NC(=O)c2ccco2)s1 (configuration not stated)	4	-21
Nc1nc2ccc(Cl)cc2cc1C(=O)NC1CC1	-122	-393
CNc1ncnc2c1ncn2[C@H]1CN(Cc2ccccc2)C[C@@H](CO)O1	-1	-3
COc1ccc(NC(=O)c2cc(=O)[nH]c3ccccc23)cc1S(=O)(=O)N1CCOCC1	-26	-4
CC(C)n1c(CNC(=O)c2ccccc2F)nnc1SCC(=O)NC1CCCCC1	-11	0
Cc1cccc(C(=O)Nc2ccc(NC(=O)c3cccc(C)c3)cc2)c1	0	-32
COC(=O)C[C@H]1C=C[C@@H](NC(=O)Nc2c(C)noc2C)[C@@H](CO)O1	4	20
CC(=NO)c1ccc2c(c1)C(=NO)c1ccccc1-2	-4	-337
O=C(CSc1nnc(-c2c[nH]c3ccccc23)n1C1CC1)NC1CCS(=O)(=O)C1 (configuration not stated)	4	15
CN1CCN(S(=O)(=O)c2cccc(C(=O)N(C)CC(=O)Nc3ccc(Cl)c(Cl)c3)c2)CC1	0	14
Cc1ccc(NC(=O)C(C)N2CCCc3ccccc32)cc1S(=O)(=O)N1CCOCC1 (configuration not stated)	-12	-18
Cc1ccc(C(=O)N2[C@@H]3CN(C)C(=O)[C@@]2(C)[C@H]2C(=O)N(C)C(=O)[C@@H]32)cc1	0	5
CCN(CC)C(=O)C1=C(C)N(Cc2ccc(C(C)(C)C)cc2)C(=O)C(CC(=O)NCC2CCCCC2)C1 (configuration not stated)	0	10
S=c1cn[nH]c2ccccc12	-5	9
O=C(NCCO)c1ccc(-c2cnc3cccnn23)cc1	-24	i
Cc1cccc(S(=O)(=O)NC(=O)C2(C)CCN2C(=O)c2c(C)noc2C)c1 (configuration not stated)	0	9
Cc1ccc(NC(=O)c2ncn(CCCNCc3ccccn3)n2)cc1C	-2	-1
O=C(OC1CC2CC1[C@H]1CCCCN1C2=O)N1CCOCC1 (some centres not stated)	0	5
Cc1cccc(N2CCN(C(=S)c3ccc4c(c3)OCO4)CC2)c1	3	28
CC12CCC(CC1O)C2C(=O)O (configuration not stated)	4	10
CN1OC[C@@H]2CN(C(=O)CCc3ccccc3)[C@H](c3cccc(-c4ccc(C#N)cc4)c3)C[C@@H]21	0	-2
Cc1ccc(NC(=O)Cn2nc(C)c([N+](=O)[O-])c2C)cc1Cl	0	15
COc1ccc(CC(=O)NCc2nnc(SCC(=O)N3CCN(c4ccccc4)CC3)n2C)cc1	2	31
Cc1ccc2nc(-c3ccc(C#N)cc3)c(Cc3ccccn3)n2c1	9	-380
Cc1ccc(/C=C/C(=O)Nc2ccccc2C(N)=O)cc1	0	0
CC1(C)COC(c2cccc([N+](=O)[O-])c2)OC1	0	23
CCOC(=O)C1OC1(c1ccccc1)c1ccccc1 (configuration not stated)	3	17
COc1ccc(C(C(=O)Nc2ccc(F)cc2)N2CCN(c3cccc(C(F)(F)F)n3)CC2)cc1 (configuration not stated)	2	-23
C[C@@H]1CN([C@H](C)CO)C(=O)CCCn2cc(nn2)CO[C@H]1CN(C)C(=O)Nc1ccc(C(F)(F)F)cc1	1	-12

3 of these compounds in another layout.
compound | SENP1 inh | SENP8 block
CC(C)n1c(CNC(=O)c2ccccc2F)nnc1SCC(=O)NC1CCCCC1 | -11 | 0
Cc1ccccc1S(=O)(=O)NC(=O)C1(C)CCN1C(=O)c1cccc2ccccc12 (configuration not stated) | 0 | 21
CCOC(=O)Cc1ccc(Nc2nc(NCCOC)nc3ccsc23)cc1 | 2 | -362

Look-ups from the results shown.
SENP1 inh with Cc1ccc(/C=C/C(=O)Nc2ccccc2C(N)=O)cc1 → 0
SENP8 block with CC(C)n1c(CNC(=O)c2ccccc2F)nnc1SCC(=O)NC1CCCCC1 → 0
SENP1 inh with CC12CCC(CC1O)C2C(=O)O (configuration not stated) → 4
SENP1 inh with O=C(NCCO)c1ccc(-c2cnc3cccnn23)cc1 → -24
SENP8 block with O=C(CSc1nnc(-c2c[nH]c3ccccc23)n1C1CC1)NC1CCS(=O)(=O)C1 (configuration not stated) → 15
SENP1 inh with CN1OC[C@@H]2CN(C(=O)CCc3ccccc3)[C@H](c3cccc(-c4ccc(C#N)cc4)c3)C[C@@H]21 → 0

(cont.)
SMILES	SENP1 inh	SENP8 block
CCCOc1ccc(F)cc1-c1cc(C(=O)Nc2ccccc2)[nH]n1	-1	20
O=C(Nc1csnn1)OCc1ccccc1	0	5
Cc1ccc(Nc2nc(NCc3ccccc3)nc3ccsc23)c(C)c1	0	-96
ClCc1nnc(-c2cc3c(s2)CCCC3)o1	1	-83
CSCCC(NC(=O)c1ccco1)C(=O)N1CCN(c2ccccc2O)CC1 (configuration not stated)	-3	20
Cc1cc(NC2=CC(=O)C(=O)c3ccccc32)no1	4	-236
Cc1ccccc1Oc1ccc2c(c1)[C@@H]1C[C@H](N(C)C(=O)c3ccco3)[C@H]([C@H](C)O)C(=O)N1CC2	-16	-31
CCc1c(O)nc(SCC(=O)Nc2ccc(Cl)cc2)n(-c2ccccc2)c1=O	-1	8
COc1ccccc1N1CCN(S(=O)(=O)CCNC(=O)/C=C/c2ccc3c(c2)OCO3)CC1	0	-175
C[C@@H](NC(=O)c1ncn2c1C(=O)NC[C@@H]2C)c1ccccc1	0	19
Cc1ccc(C(=O)COC(=O)CN2C(=O)C3CC=CCC3C2=O)cc1C (configuration not stated)	2	25
O=c1c2ccccc2on1-c1ccccc1	3	-17
C#CC(c1ccccc1)(c1ccccc1)n1ccnc1	2	21
CC(C)(C)CC(C)(C)c1ccc(O)c(Cc2ccc(Cl)cc2Cl)c1	3	-4
CC(C)C[C@@H](CO)NS(=O)(=O)c1c(F)cccc1F	0	-3
CC(C)(C)C(=O)/C=C/c1ccc(Oc2ccccc2)cc1	1	12
COc1cccc(CC(NC(C)=O)C(=O)NC2CCN(c3c4c(nc5ncnn35)CCC4)CC2)c1 (configuration not stated)	4	16
CC1CCc2c(sc(NC(=O)c3noc4c3CCCC4)c2C(N)=O)C1 (configuration not stated)	3	2
Cc1ccccc1SCc1noc(C(=O)NC(C)C)c1C(=O)O	1	12
CC(O)(c1ccccc1)C(C(c1ccccc1)N1CCOCC1)N1CCOCC1 (configuration not stated)	2	-4

Reprinted from the part before: 4 compounds; new compounds follow.
SMILES	SENP1 inh	SENP8 block
COc1cccc(CC(NC(C)=O)C(=O)NC2CCN(c3c4c(nc5ncnn35)CCC4)CC2)c1 (configuration not stated)	4	16
CC1CCc2c(sc(NC(=O)c3noc4c3CCCC4)c2C(N)=O)C1 (configuration not stated)	3	2
Cc1ccccc1SCc1noc(C(=O)NC(C)C)c1C(=O)O	1	12
CC(O)(c1ccccc1)C(C(c1ccccc1)N1CCOCC1)N1CCOCC1 (configuration not stated)	2	-4
Cc1cc(=O)[nH]c(N2CCCCC2)n1	3	8
CC(=O)NCCNc1nc2cc(-c3ccccc3)sc2c(=O)n1C	1	-104
CC(=O)OCCN1c2ccccc2Sc2cnccc21	-3	-340
CCOc1ccccc1C=NNC(=O)c1cccc2ccccc12	3	-18
CCOC(=O)C1CCCN(C(=O)c2cc3ccccc3cc2OC)C1 (configuration not stated)	-1	-39
CCCCn1nnnc1C(c1ccccc1)N1CCN(c2ccc(OC)cc2)CC1 (configuration not stated)	2	16
Cc1ccc(CC(=O)Nc2cccc(C(=O)Nc3c(C)n(C)n(-c4ccccc4)c3=O)c2)cc1C	-1	-3
CCc1ccc2c(c1)NC(=O)C2(C)Cc1ccc(Cl)cc1 (configuration not stated)	0	-5
CN(CC(=O)Nc1cccc(F)c1)C(=O)/C=C/c1ccc(S(=O)(=O)N2CCCCCC2)cc1	-2	17
CC(C)NC(=O)N(C)C[C@H]1OCc2cnnn2CCCC(=O)N([C@@H](C)CO)C[C@H]1C	0	12
Cn1nc(C(C)(C)C)cc1C(=O)N1CCCCC1c1cc(C(=O)NCc2ccccc2)no1 (configuration not stated)	-2	4
CC1(C(=O)Nc2ccc3c(c2)OCO3)CCN1C(=O)Cc1cccc2ccccc12 (configuration not stated)	-1	10
C[C@@H]1CN([C@@H](C)CO)S(=O)(=O)c2ccc(Br)cc2O[C@H]1CN(C)C(=O)c1ccncc1	0	17
Cc1ccccc1CC1(CO)CCCN(C(=O)c2ccoc2)C1 (configuration not stated)	-1	10
Oc1ccc2ccccc2c1CNc1ccc2ccccc2c1	-6	-225
COc1ccccc1C1(CCNS(=O)(=O)c2ccc(C)cc2)CCOC(C(C)C)C1 (configuration not stated)	3	11
CCC(=NOCc1ccccc1)C(=O)NNS(=O)(=O)c1ccc(C)cc1	0	11
CC1CCCCC1NC(=O)CN1C(=O)c2cccc(N)c2C1=O (configuration not stated)	-35	-412
O=S(=O)(NN=C1CCCCCCC1)c1ccccc1	2	24
Fc1ccc(-c2nc3c4ccccc4ccn3c2Cc2ccsc2)cc1	-10	-240
O=C(NCc1ccccn1)[C@@H]1CCCN1C(=O)[C@@H]1CCCN1C(=O)c1c(F)cccc1F	1	10
CCOc1cc(C=NN2CCCCCC2)ccc1O	2	12
CN1C(C)(C)CC(=NO)CC1(C)C	3	10
COc1ccccc1-c1ccc2c(c1)C(C)(Cc1ccc(OC(F)(F)F)cc1)C(=O)N2 (configuration not stated)	-3	-10
CCC(c1nnnn1-c1ccc2c(c1)OCCO2)N1CCN(C(=O)c2ccco2)CC1 (configuration not stated)	-2	5
COc1ccc(OC)c(C(O)c2ncc(-c3ccc(C(F)(F)F)cc3)[nH]2)c1 (configuration not stated)	1	8
Cc1ccc(C(=O)N2CCC3CC2c2cc(-c4ccc5c(c4)OCO5)ccc23)cc1 (configuration not stated)	3	5
CCCCCc1c(C)nc(N2CCc3ccccc32)[nH]c1=O	-2	-32
COc1ccc(Cn2nnnc2C(c2ccccc2Cl)N2CCN(C)CC2)cc1 (configuration not stated)	6	18
Clc1ccc2nc(-c3ccco3)c(Cc3ccccc3)n2c1	-5	-46
COc1ccccc1CNC(=O)C[C@H]1CC[C@@H]2[C@H](COC[C@H](O)CN2Cc2ccc3c(c2)OCO3)O1	2	26
O=C(Nc1ccc(S(=O)(=O)N2CCCC2)cc1)c1ccc(F)cc1	4	12
CCOc1ccc(NC(=O)CN(C)C(=O)C2CC(=O)N(CCc3ccc(OC)c(OC)c3)C2)cc1OCC (configuration not stated)	1	-6
CSc1nc(NCCN(C)C)c2sc3nc(-c4ccco4)c4c(c3c2n1)CCC4	-18	-430
CCNC(=O)C1(C)CCCN(C(=O)c2cccc(C)c2C)C1 (configuration not stated)	1	5
Cc1c(C(=O)N2CCc3ccccc32)oc2c1C(=O)CC(C)(C)C2	1	9
COc1ccc2[nH]c3c(c2c1)CNCC3	5	7
CCc1csc(CNC(=O)C2CCC(=O)N(Cc3cccc(OC)c3)C2)n1 (configuration not stated)	2	27
N#Cc1ccc(-c2nc3c4ccccc4ccn3c2Cc2cccc(Cl)c2)cc1	-37	-378
O=C(NCC(F)(F)F)c1ccc2sc([C@@H]3O[C@H](CO)[C@H](O)[C@H](O)[C@H]3O)nc2c1	2	17
O=C(C1=C(c2ccccc2)C(=O)c2ccccc2C1=O)c1ccccc1	0	35
CCOc1ccc(NC(=O)COc2cccc3cccnc23)cc1S(=O)(=O)N1CCCC1	-4	-6
COC(=O)[C@]12CCCCC=C1N(CCc1ccc(OC)c(OC)c1)C(=O)[C@H](CC(=O)NCCCN1CCCC1=O)C2	3	9
COc1ccc(-c2ccc3c(c2)O[C@H](CN(C)C(=O)Nc2ccccc2F)[C@@H](C)CN([C@H](C)CO)S3(=O)=O)cc1	-1	2
CCOC(=O)C1=C(C)OC(=Cc2ccc(OC)cc2)C1=O	-13	-146
CCCS(=O)(=O)NC(=O)C1(C)CCN(C(=O)c2cccc(C(F)(F)F)c2)C1 (configuration not stated)	1	21
CCCS(=O)(=O)NC(=O)C1(C)CCN(C(=O)c2ccc3c(c2)OCO3)C1 (configuration not stated)	0	6
CCCCN(C)C(=O)c1sc(=O)n(Cc2ccccc2F)c1C	1	-2
CCCCC[C@@H](C)N1C[C@@H](COCc2ccccc2)Oc2cc(N3CCC[C@@H]3CO)ccc2S1(=O)=O	1	7
O=C1NC[C@@H](CCCCN2CCN(CCc3ccccc3)C(=O)C2=O)N(CCC2CCCCC2)C1=O	1	16
CCC(CC)C(=O)N(C)c1c(C)nc2c(OCC(=O)N(C)C)cccn12	-3	3
COc1ccc(-c2oc3c(c2C(=O)OCCCO)C(OCCO)CCC3)cc1 (configuration not stated)	0	-390
O=C(c1cccs1)N1C[C@H](O)[C@@H](n2cc(-c3ccc(F)cc3)nn2)C[C@@H]1c1ccccc1	3	-25

Record cards, from the list above. Values in the order: SENP1 inh, SENP8 block
Record of COc1ccc2[nH]c3c(c2c1)CNCC3 → 5, 7
Record of O=C(C1=C(c2ccccc2)C(=O)c2ccccc2C1=O)c1ccccc1 → 0, 35
